Assay outcomes from PubChem BioAssay.
Pf Dd2 growth: blocks in vitro growth of P. falciparum Dd2 | P. falciparum Dd2 growth, SYBR Green, 72 h | Potency, µM (highest dose often 28.9 µM), for the others: at the top dose activity, negative = inhibition, most hits filed as inhibitors | hit rate 4.3% among 120,000 | AID 1347417; active means well fitted inhibition curve with a large enough effect; inconclusive means small, poorly fitted or top-dose-only effect; inactive means no such curve, though single readings can be large or run the other way;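 further: plate controls were DMSO vehicle for no effect and reference drug for full effect; nearly all actives have a fitted effect of over 65% in size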
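Infected erythrocytes (Dd2, 0.3% parasitemia, 2.5% hematocrit final) are added to compound in RPMI-1640/Albumax II medium, grown 72 h at 37C in low oxygen, then lysed with saponin/Triton-X containing SYBR Green and read by fluorescence.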
An asterisk follows results filed as active; i = inactive; ? = inconclusive; [ ] = dose if it differs, or a comment. Potency means the concentration at half of the fitted maximal effect. Not all compounds are listed (hit frequency here may not be typical).

SMILES	Pf Dd2 growth
CCN(C(=O)C(NS(=O)(=O)c1cccc2nsnc12)c1ccccc1)c1ccccc1 (stereo not drawn)	-1%
COc1ccc(-c2ccc3nc(-c4cc(F)cc(F)c4F)oc3c2)c(OC)c1OC	-6%
CCn1nc(C)cc1C(=O)N[C@H]1[C@H](O)[C@H](O)C[C@@H]1c1cccnc1	18%[44.1 µM]
c1csc(CN2CCC(Oc3ccccc3-c3nc(-c4cnccn4)no3)C2)c1 (stereo not drawn)	5.6µM*
CCN1CCC(N2CCCC(N3CCN(c4ccccc4OC)CC3)C2)CC1 (stereo not drawn)	i
CCCC12CN3CC(CCC)(CN(C1)C3c1ccc(OCc3ccccc3)cc1)C2=O (stereo not drawn)	67%[activator]
CN1CC2(CCN(C(=O)Cc3ccc(-n4cnnn4)cc3)CC2)CC1=O	9%
CN1CCN(C(=O)N2Cc3ccccc3OC3(CCN(C(=O)N(C)C)CC3)C2)CC1	0%
CS(=O)(=O)N1CCN(C(=O)Nc2ccccc2)C[C@H]1C(=O)N[C@H](Cc1c[nH]c2ccccc12)C(N)=O	19%
COC(=O)c1ccc(NC(=O)N2CCCC(c3nn[nH]n3)C2)cc1 (stereo not drawn)	-3%
CN1Cc2c(cc(N3CCOCC3)nc2-c2cccc(N[S+](C)(=O)[O-])c2)C1=O	-22%[44.1 µM]
CC(=O)Nc1c(C)nn(-c2ccccc2)c1N1CCC(C(=O)NCc2cccc(F)c2)CC1	i
O=C(NC1CCCN(c2cc(-c3ccc(F)cc3)[nH]n2)C1)c1cc(Cl)ccc1F (stereo not drawn)	-6%
CN1CCOC[C@H]2CCN(C(=O)c3ccsc3)C[C@H]21	20%
COc1ccc2ccc(OCc3nc(C(=O)N4CCCNC(=O)C4)co3)cc2c1	-13%
COc1ccc(Br)cc1C1SCC(=O)Nc2c1c(C)nn2-c1ccccc1C (stereo not drawn)	?
CCc1ccc(NC(=O)CN(C)S(=O)(=O)c2ccc3c(c2)c(=O)n(C)c(=O)n3C)cc1	-26%
COc1ccc(-c2onc(C)c2C)cc1S(=O)(=O)N1CCC(C)CC1	15%
COc1cc2cc(CN3CCC[C@H]3CO)c(-c3cccc(Cl)c3)nc2cc1OC	?
Cc1onc(C(=O)N2C[C@@H](Oc3cccnc3)C[C@H]2C(N)=O)c1Cn1cccn1	-9%
COc1ccc(CNCc2c(C(=O)O)n(Cc3ccc(F)cc3)c3cc(C)ccc23)cc1OC	?
O=C(NCCc1nc2ccccc2n1CCCOc1ccc(Cl)cc1)C1CCCCC1	?
O=C(NC1CCN(C(=O)N2CC3CC(C2)[C@H]2CCCC(=O)N2C3)CC1)c1cccnc1 (stereo partly drawn)	7%
COCC(=O)N1CCCCCC1c1nnc(-c2ccccc2)o1 (stereo not drawn)	-10%
Cc1cc(NC(=O)CCc2nc3cccnc3n2Cc2cccs2)ccc1Br	85%[activator][5.79 µM]
O=C(O)CCCC(=O)N1Cc2ccccc2CC2(CCCN(CC3CCCC3)C2)C1 (stereo not drawn)	10%
COc1cccc(S(=O)(=O)N2CCC3(CC2)CC(N2CCOCC2)CCO3)c1 (stereo not drawn)	-3%
CN(C)C[C@@H]1CN(c2ncccn2)C[C@H]1NC(=O)c1ccccc1C(F)(F)F	11%
CC1=C[C@@H](CNC(=O)c2cnccn2)[C@H](C(C)C)C[C@H]1CC(=O)O	10%[44.1 µM]
O=C1NCCOCCCN(C(=O)NCCc2ccccc2)[C@H]2CCC[C@@H]12	18%
CN(C)S(=O)(=O)N1CCCC(CCc2cccc(F)c2)C1 (stereo not drawn)	-22%
O=C1N(C2CCOCC2)C[C@H]2CN(CCCc3ccccc3)CCN12	?
COc1ccc(-n2c(=O)c3c(n2Cc2ccccc2)CN(Cc2c(C)noc2C)CC3)cc1	13%
CCc1nc(-c2c3n(c(=O)n(CC#N)c2=O)CCCCC3)no1	41%[activator]
N#Cc1cc2c(=O)n(CCCCN3CCCC3)ccc2[nH]c1=O	7%
c1ccc(O[C@H]2COCCN(c3nc4ccccc4s3)C2)cc1	-4%[44.1 µM]
O=C(OCc1ccccc1)N1CCOCC12CCN(Cc1cccnc1)CC2	?
Cc1noc2c(-c3cccnc3NC3CCN(C)CC3)cc(-c3ccc(Cl)cc3)nc12	i
CC(C)NC(=O)N1Cc2ccccc2OC2(CCN(C(=O)c3ccc4[nH]ccc4c3)CC2)C1	10µM*
O=C(NCc1ccccc1)C1CCN(c2cn[nH]c(=O)c2)C1 (stereo not drawn)	-13%
CCc1ccc2c(c1)c(=O)c(C(=O)c1ccccc1)cn2CC(=O)Nc1ccc(C)c(Cl)c1	6%
CN(C)c1ccc(C(=O)N2CCC3(CC2)N=C(c2cccc(Br)c2)NO3)cc1	37%[activator]
CCOc1ccccc1NC(=O)c1cn(C2CCCCC2)c(=O)c2c1c1ccccc1n2C	?
COc1cccc(CNC(=O)c2ccc(CSc3nc4ccncc4n3Cc3cccc(C)c3)cc2)c1	3.2µM*
COc1ccc(C[C@H](NC(=O)C2=C[C@@H](NC(=O)c3cc(OC)ccc3Br)[C@@H](O)[C@H](O)C2)C(N)=O)cc1	6%
Cc1nc(-c2cccc(Cl)c2)n(Cc2cc(=O)n3ccccc3n2)c(=O)c1CCO	i
Cc1cnc(C(=O)N[C@@H]2CCC[C@@H]2C(=O)NCCc2ccc(Cl)cc2)cn1	i
N#CC1CCN(C(=O)c2nc(-c3cccnc3)c3cnccn23)CC1	-16%[44.1 µM]
CO[C@H]1C(=O)N(C(C)C)[C@H]1C1CCN(S(C)(=O)=O)CC1	-1%
COc1ccc(C2Cn3nnc(-c4nc(-c5cccc(Cl)c5)no4)c3CO2)cc1 (stereo not drawn)	-24%
Cc1ccc(-c2nc(C(=O)N3CCN(c4ccccc4)CC3)c3n2CCCCC3)cc1	-9%
Cc1ccc(N(CC(=O)Nc2ccc(OC(F)(F)F)cc2)S(=O)(=O)c2c(C)noc2C)cc1	-16%
Cc1ccc2c(CNC3CCCC3)c(C(=O)O)n(Cc3ccc(F)cc3)c2c1	-3%
CC(C)c1nn2c(=O)cc(COC(=O)c3ccccc3NC(=O)C3CCCCC3)nc2s1	17%
O[C@@H]1C[C@@H](c2nc(-c3ccc(OC(F)(F)F)cc3)no2)N(Cc2ncc[nH]2)C1	-44%[44.1 µM]
O=C1NC(C(=O)NCc2cccnc2)Cn2cccc21 (stereo not drawn)	14%
CC(C)Cc1cnc(-c2ccccc2)[nH]1	16µM*
COc1ccc2c(c1)CC(C(=O)N1CCC(C(N)=O)CC1)CO2 (stereo not drawn)	23%
Cc1ccccc1C(=O)N1CCC(c2nn(C)c(=O)[nH]2)CC1	2%[44.1 µM]
O=C(Nc1ccccc1)N1[C@H]2CC[C@@H]1c1cncnc1C2	9%

Later entries:
SMILES	Pf Dd2 growth
COc1ccccc1C1NC(=O)N(CC2CC2)C2=C1C(=O)OC2 (stereo not drawn)	-26%
O=C(CC1N=C2c3ccccc3N=C(SCc3ccc(F)cc3)N2C1=O)NCCc1ccccc1 (stereo not drawn)	-18%
CC(C)[S+](=O)([O-])N1CCN(c2ccc(C=O)cc2)C(=O)C1	7%
COc1ccc(-c2noc(Nc3ccc(C)c(C)c3)n2)cc1	-13%
O=C1Nc2ccccc2CC12CCCN(CC1CCCCC1)C2 (stereo not drawn)	-21%
COC[C@@]12CC[C@@H](N3CCOCC3)C[C@H]1CCN(Cc1cnc(N(C)C)nc1)C2	i
CC(C)(C)OC(=O)N1CC(NCc2ccccn2)C1	-1%[44.1 µM]
CCCCc1ccc(NC(=O)Cn2cccc2-c2nc(-c3ccc4c(c3)OCO4)no2)cc1	20%
COc1ccc(/C=C/C(=O)Nc2cccc(F)c2)cc1	i
O=C1CCN(Cc2ccc(C(F)(F)F)cc2)CCCC(c2nc(-c3cnccn3)no2)CCN1 (stereo not drawn)	?
COc1ccc(CNC(=O)O[C@H]2COCCN(c3nc4ccccc4s3)C2)cc1	i
CCN(CC)c1ccc2cc(-c3nnc(Nc4ccc(C)cc4)s3)c(=O)oc2c1	65%[activator]
COc1ccc(Cn2c3c(c(=O)n2Cc2ccccc2)CCN(Cc2cccc(O)c2)C3)cc1	i
CCOC(=O)C1=C(C)N=C2SC=C(CC(=O)NC3CC3)N2C1c1ccccc1C (stereo not drawn)	-2%
CC(=O)NCC(=O)N1CCC(N2C(=O)C(OCC3CC3)C23CCCCC3)CC1 (stereo not drawn)	-21%
O=C(c1ccc(Cl)cc1)N1CCC2(COc3ccncc3[S+](=O)([O-])N2)C1 (stereo not drawn)	-12%
COc1ccc(NC(=O)c2cc(-c3ccc(F)cc3)no2)cc1OC	25%[0.594 µM]
COc1ccc(C(=O)N2CCC(Cc3nc(-c4cnccn4)no3)CC2)cc1OC	i
COc1ccccc1CNC(=O)Cn1c(=O)oc2cc(S(=O)(=O)N3CCC(C)CC3)ccc21	-5%
CN(Cc1ccccc1)Cc1cn(C[C@H]2C[C@@H]3CCN2C[C@@H]3C(=O)N2CCOCC2)nn1	5%
CN1CC2(CCN(C(=O)c3nccn3C)CC2)CC1C(=O)N1CCOCC1 (stereo not drawn)	34%[activator]
CNC(=O)[C@@H]1CN(Cc2ccc(F)cc2F)C[C@H]1CO	-19%
O=C1CN(C(=O)CCC(=O)N2CCC3(CCCCO3)CC2)c2ccccc2N1	-9%
C[C@@H]1CN(C2CCN(Cc3cnn(C)c3C3CC3)CC2)C[C@H](C)O1	1%
CC1=CCN(Cc2ccc(OCC(O)CN3CCN(C)CC3)cc2)CC1 (stereo not drawn)	7%
COc1ccc(CC(=O)NC2CCN(c3cc(-c4ccccc4)[nH]n3)CC2)cc1	?
CCN1CCN(C(=O)c2ccc3c(c2)N(Cc2cccc(Cl)c2)C(=O)c2ccccc2S3(=O)=O)CC1	?
O=C(CN1CCN(Cc2ccc(F)cc2)C1=O)NCc1ccccc1	-1%
COc1ccc(C(=O)N2CCC(Cc3nc(C4CC4)n[nH]3)CC2)cn1	i
COc1cc(NC(=O)CCC2CCCN(Cc3ncccn3)C2)cc(OC)c1 (stereo not drawn)	-23%
Cc1ccccc1CNC(=O)Cn1c(C)c2cnn(-c3ccccc3)c(=O)c2c1C	-7%
CCOc1ccc(CNC(=O)C2CCN(c3nc4ccccc4nc3C(F)(F)F)CC2)cc1OC	54%[activator]
Cc1ccc(CNC(=O)c2ccc3c(c2)nc(C)n3-c2cccc(F)c2)cc1	91%[activator]
CCC(=O)N1CCC(Oc2ncccc2C(=O)N2CCOCC2)C1 (stereo not drawn)	12%
Cc1cc(F)ccc1OC1(C(=O)O)CCN(c2ncnc3nc[nH]c23)CC1	-1%
O=C(Cc1cccn1-c1ccccc1)N1CCOCC1	-18%
CC(=O)N1CCN(C(=O)C[C@@H]2CCNC[C@@H]2Cc2cc(COc3ccccc3)on2)CC1	-26%
COc1ccc(NC(=O)N2C[C@@H](Oc3cccnc3)C[C@@H]2C(=O)N2CCOCC2)cc1	-7%
CCC(CC)C(=O)Nc1cc(-c2nc3cccnc3s2)ccc1C	13%
CN(CC(=O)N1CCN(c2ccccc2C#N)C(=O)C1)Cc1ccccc1F	-11%
CCN(CC)c1ccc(NC(=O)CCn2ccn3nc4c(c3c2=O)CCCC4)c(C)c1	?
O=C1CCN(C(=O)C2CCN(C(=O)Cc3cccc(F)c3)CC2)CCCCCCN1	-13%
CCOC(=O)c1c(Nc2cccc(C)c2)nnc(-c2ccccc2)c1-c1ccccc1	i
Cc1ccc(-n2nc(C)c3nc(CCC(=O)Nc4cccc(F)c4)c(=O)n(C)c32)cc1	25%
O=C1Nc2ccc(-c3ccc(Cl)cc3)cc2C(=O)N2CCN(C(=O)c3cccnc3)C[C@H]12	?
CN1c2cc(C(=O)Nc3ccc(C(N)=O)cc3)ccc2C(=O)N2CCCCC21 (stereo not drawn)	i
Cc1ccc(CN2C[C@@H]3C(=O)N(Cc4ccc5c(c4)OCO5)C(=O)[C@@H]3C2)cc1C	2%
COc1ccc(NC(=O)CSc2nc3nc(C)c(Cc4ccccc4)c(C)n3n2)cc1OC	?
COc1ccc(N(Cc2cccs2)C(=O)COc2cccc(C)c2C)cc1	i
COc1cccc(NC(=O)c2oc3ccccc3c2NC(=O)C2CCCCC2)c1	?
COC(=O)COc1ccc(-c2nnc(Nc3ccc(O)cc3)c3ccccc23)cc1	i
O=C(Cn1ncc2c3ccccc3n(Cc3ccccc3)c2c1=O)NCCc1ccc(Cl)cc1	?

Reformatted with each value named: part of the list above
> CCOC(=O)c1c(Nc2cccc(C)c2)nnc(-c2ccccc2)c1-c1ccccc1
  Pf Dd2 growth: i

> Cc1ccc(-n2nc(C)c3nc(CCC(=O)Nc4cccc(F)c4)c(=O)n(C)c32)cc1
  Pf Dd2 growth: 25%

> O=C1Nc2ccc(-c3ccc(Cl)cc3)cc2C(=O)N2CCN(C(=O)c3cccnc3)C[C@H]12
  Pf Dd2 growth: ?

> CN1c2cc(C(=O)Nc3ccc(C(N)=O)cc3)ccc2C(=O)N2CCCCC21 (stereo not drawn)
  Pf Dd2 growth: i
